From PubChem
SKKanGAS inh – SKKanGAS growth inhibition. hit rate 1.3% among 300,000. S. pyogenes SKKanGAS, kanamycin growth, BacTiter-Glo, 6 h. inhibition, % at 7.5 µM;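 active means mean replicate score, as percent of positive control median, at least 50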;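 further: strain carries kanamycin resistance gene driven by streptokinase promoter and grows in 40 µg/ml kanamycin; loss of luminescence reflects streptokinase promoter inhibition or plain growth inhibition; 0% = median of DMSO wells and 100% = positive control at its reference dose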
aSyn 5UTR inh – 5' untranslated region of α-synuclein, MLPCN primary screen; inhibition, % (tested at 7.5 µM); AID 1813; alpha-synuclein 5'UTR reporter, inhibitor activity; hit rate 0.82% among 300,000; in the data active means inhibition above about 60%;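 further: H4 neuroglioblastoma cells stably carrying SNCA 5'UTR luciferase fusion; 0% = DMSO wells and 100% = positive control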
AI-2 QS mod – Vibrio harveyi AI-2 quorum sensing modulation. Vibrio harveyi JMH597 AI-2 luminescence/OD600 ratio, 9 h; active compounds read low; strain lacks LuxN and CqsS sensors; 0 = neutral-control median. activity change, % at 7.5 µM. hit rate 0.4% among 300,000; in the data active means activity change below about -75%, passing the limit was not always enough;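 further: luminescence divided by OD600 gain over 9 h not by final OD600 alone; inactives centre near 13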
HIF activator – HIF pathway transcriptional activation; U2OS HRE-luciferase reporter, luminescence; normalized: DMSO 0%, desferrioxamine 100%; hit rate 0.32% among 300,000; activation, % at 7.5 µM (by protocol);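 active means mean activation of at least 10% of the iron chelator positive control signal, with at least half of replicates also reaching 10%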
HSP90 refold inh – inhibitors of HSP90 luciferase refolding in rabbit reticulocyte lysate. luciferase refolding luminescence, 3 h. inhibition, % at 5.6 µM. hit rate 0.91% among 290,000. AID 1789;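 active means inhibition above the screen-wide mean plus 3 SD, computed separately per campaign, cut at about 16% in these data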;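 further: 0% = DMSO wells and 100% = 60 µM geldanamycin wells; inhibitors lower the luminescence because luciferase stays unfolded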
KLF5 inhibitor – kruppel-like factor 5 inhibition. inhibition, % at 5 µM. DLD-1 KLF5 promoter-luciferase reporter, luminescence. AID 1700. hit rate 0.23% among 290,000;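 active means inhibition above a per-plate limit of that plate's mean compound inhibition plus 3 SD, cut at about 60% in these data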;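 further: 0% = DMSO wells and 100% = LY294002 at 200 µM; higher means less KLF5 promoter-driven luciferase light; inactives centre near -14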
HSF1 inhib – HSF1 inhibition | NIH3T3-HGL HSE-luciferase, MG132-induced, luminescence 8 h; active compounds read low | activity change, negative = inhibition, % at 7.5 µM (by protocol) | hit rate 0.77% among 300,000;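 active means more than half of replicate wells show activity change below -50%, luminescence cut by over half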;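 further: luciferase reports HSF-1 transcriptional activity via heat shock element; 0% = median of DMSO wells and -100% = zero luminescence signal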
Platelet DG rel – platelet dense granule release activity; human platelet-rich plasma, SFLLRN dense granule ATP release, luminescence; inhibition, %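 (compounds screened at 7.5 µM in platelet-rich plasma)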; hit rate 0.22% among 300,000; AID 1663;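 active means mean replicate score, as percent of positive control, at or above 50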
HSF-1 act – increases HSF-1 driven luciferase reporter signal; hit rate 1.7% among 300,000; activation, % at 9 µM; NIH3T3-HGL HSF-1 luciferase reporter, MG132, 8 h; 100% = twice DMSO control signal;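 active means mean replicate activation of at least 50% with a set share of replicates each reaching 50%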;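 further: 0% = median of the neutral control wells and 100% = twice that signal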
IEC-6 tox – IEC-6 cytotoxicity, counter-screen for KLF5 inhibitors | luminescence viability | hit rate 0.78% among 290,000 | inhibition, % at 5 µM; in the data active means inhibition above about 22%;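 further: 0% = plate median of test compound wells and 100% = cytotoxic reference compound wells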
* marks the source's active call; other numbers are inactive results; nt = no result given.

SMILES | SKKanGAS inh | aSyn 5UTR inh | AI-2 QS mod | HIF activator | HSP90 refold inh | KLF5 inhibitor | HSF1 inhib | Platelet DG rel | HSF-1 act | IEC-6 tox
COc1ccc(C2NCCc3cc(OC)c(OC)cc32)cc1OC (stereo unspecified) | 1 | -8 | 18 | 0.4 | -3 | -6 | -5 | 0 | -9 | -1
CCOc1ccc(C(=O)NCC(=O)NCC(c2ccc(OC)cc2)N2CCCC2)cc1 (stereo unspecified) | -6 | 6 | 25 | 0.0 | nt | nt | 3 | -9 | 1 | nt
Cc1ccc(C(=O)c2c(NC(=O)c3ccncc3)sc3c2CCCC3)cc1 | 0 | 33 | 15 | -0.2 | -1 | -14 | -4 | 1 | 6 | 0
COc1cccc(/C=C2/SC(=O)N(CC(=O)N3CCc4ccccc4C3)C2=O)c1OCC(=O)O | 2 | -3 | 38 | -0.5 | -1 | -12 | -5 | -1 | -4 | 3
CCOC(=O)C(CC(C)C)CP(=O)(O)CNC(=O)OCc1ccccc1 (stereo unspecified) | 0 | 14 | 19 | -0.1 | 2 | -13 | -10 | 4 | -13 | 8
O=C(O)c1ccc(COc2ccc3c4c(c(=O)oc3c2)CCC4)o1 | -4 | 13 | 9 | 1.9 | 78* | 24 | -1 | -2 | 0 | -5
COc1ccc(C(=O)N2CCN(C)C(=O)[C@@H]2C)cc1OC1CCN(C(C)C)CC1 | -5 | -1 | 37 | 0.0 | 3 | -17 | 0 | -1 | 9 | 4
Cc1ccc2c(c1)N(CC(=O)N1CCCCC1)C(=O)CO2 | -3 | -20 | 5 | -0.2 | 3 | -26 | 4 | -10 | 1 | -4
CCc1nnc(NC(=O)c2ccc(S(=O)(=O)N(CCOC)CCOC)cc2)s1 | 6 | -2 | 7 | 0.5 | -2 | -30 | 7 | 0 | 14 | 0
CCN(CC)S(=O)(=O)c1ccc(OC)c(NC(=O)C(Cc2ccccc2)N2C(=O)c3ccccc3C2=O)c1 (stereo unspecified) | -9 | 1 | 32 | 0.2 | 0 | 10 | 3 | 15 | 4 | -5
Cn1c(SCC(=O)N2c3ccccc3CCc3ccccc32)nnc1-c1ccc(O)cc1 | 5 | -11 | 7 | -0.7 | -1 | -7 | -4 | -4 | 6 | -5
c1ccc(-c2ncc(CN3CCN(c4ccccn4)CC3)[nH]2)cc1 | 2 | 3 | 5 | 0.7 | 4 | -5 | -3 | -12 | -13 | 3
CC(C)C[C@H](NC(=O)c1cc2cc(Cl)ccc2n1C)C(=O)N1CCC(C(=O)O)CC1 | -4 | 3 | 13 | -1.3 | 2 | -41 | 0 | 15 | 7 | -4
COc1cc(=O)[nH]c(SC(C)C(=O)Nc2nc3c(s2)CCCC3)n1 (stereo unspecified) | 8 | 1 | 25 | -1.6 | -5 | 10 | -18 | 8 | -19 | -5
O=C1NCCN(Cc2ccoc2)C1CC(=O)N(Cc1ccccc1)CC1CCC1 (stereo unspecified) | -2 | -2 | -2 | 0.3 | -4 | -18 | -5 | -1 | 14 | -3
O=C(c1noc2c1CCCC2)N1CCCCC1 | 7 | -23 | 11 | 0.3 | 4 | 5 | -3 | 16 | 6 | 7
CCCC(O)(c1ccc(OC)cc1)C(CN1CCOCC1)c1ccccc1 (stereo unspecified) | -3 | 2 | 16 | -0.3 | 0 | -9 | -1 | 12 | 0 | -2
O=C(O)[C@H](Cc1ccccc1)N1Cc2ccccc2C1=O | -1 | -14 | 7 | -0.2 | -1 | -4 | 5 | 19 | 1 | 1
O=C(C1CCCO1)N1CCN(C(=S)Nc2ccc(Cl)cc2)CC1 (stereo unspecified) | 3 | 4 | 3 | 0.5 | -1 | -19 | 10 | 3 | 11 | -4
CCCNC(=O)c1onc(CSc2ccc(F)cc2)c1C(=O)NCCC | 3 | 18 | 11 | -0.3 | nt | nt | 4 | 0 | -3 | nt
CCC(=O)Nc1cccc(NC(=O)c2cc3ccccc3o2)c1 | -3 | -168 | 21 | 3.0 | -4 | -179 | 35 | 11 | 44 | 4
CCCCNC(=O)c1c(C)cc(=O)oc1C | -8 | 16 | 11 | -0.1 | 1 | -21 | 1 | 2 | -7 | -1
Cc1cc(N2CCCCC2)nc2ccc(NC(=O)c3ccc(Br)o3)cc12 | -26 | -3 | 19 | 1.5 | 1 | -19 | 6 | -1 | 14 | -4
COc1ccc(NC(=O)Nc2cccc(Cl)c2Cl)c(OC)n1 | -9 | -72 | 16 | 0.5 | 0 | -16 | -3 | 4 | 11 | 3
CCCCNC(=O)c1c(O)c2cccc3c2n(c1=O)CCC3 | 17 | 13 | 23 | -0.3 | -1 | -10 | 1 | -3 | 22 | -7
SMILES | SKKanGAS inh | aSyn 5UTR inh | AI-2 QS mod | HIF activator | HSP90 refold inh | KLF5 inhibitor | HSF1 inhib | Platelet DG rel | HSF-1 act | IEC-6 tox
CCOC(=O)c1c(N)sc2c(OCC)c(Br)ccc12 | -5 | -24 | 1 | 0.9 | 0 | -12 | 4 | 4 | -9 | 0
C/C(=N\NC(=S)NCCc1ccccc1)c1ccc(O)cc1O | -8 | 11 | 6 | -0.3 | 1 | -13 | 5 | 1 | 12 | 2
Cc1cccc(S(=O)(=O)N2CCCc3ccccc32)c1 | 13 | 25 | -9 | 0.7 | 8 | -24 | 1 | 0 | 23 | 5
COc1ccc(CCN2C(=O)NC(NC(=O)CC(C)C)(C(F)(F)F)C2=O)cc1OC (stereo unspecified) | 4 | 24 | 16 | 1.1 | -4 | 3 | 0 | 14 | 9 | 1
COc1cccc(CNC(=O)CN2C(=O)COc3ccc(S(=O)(=O)N4CCCCCC4)cc32)c1 | 0 | 14 | 27 | nt | 5 | -19 | 1 | 1 | 6 | 2
COC(=O)c1ccc(/C=N/N2C(C)CCCC2C)cc1 (stereo unspecified) | -12 | -172 | 27 | 3.9 | 1 | -4 | 20 | 9 | 12 | 4
CC1CN(C(=O)CCS(=O)(=O)c2ccccc2)CC(C)O1 (stereo unspecified) | -2 | -8 | 4 | -0.1 | 0 | -9 | -1 | -47 | -2 | -2
N#Cc1cc2c(nc1SCC(=O)O)CCCCC2 | 6 | -1 | 44 | -0.1 | 4 | 4 | -2 | 2 | -8 | 7
COc1ccccc1NC(=O)N1CCCC1C(=O)NC12CC3CC(CC(C3)C1)C2 (stereo unspecified) | -2 | 24 | 9 | -0.9 | -2 | 7 | 0 | -2 | 8 | -1
O=C(CCN1CCN(c2ccccc2F)CC1)Nc1ccccc1F | 7 | -36 | 12 | 1.4 | 1 | -48 | 16 | 5 | 19 | 3
CCn1c(=O)c2c(nc(SCC(=O)Nc3ccccc3)n2C)n(C)c1=O | 2 | 25 | 10 | -0.1 | 1 | -37 | -2 | 14 | -12 | -3
CCCn1nnnc1NC(=O)c1cccs1 | 9 | 20 | 58 | 0.3 | 3 | -22 | -3 | 1 | -6 | -1
Cc1oc(-c2ccc(Cl)cc2)nc1CS(=O)CC(=O)NC(C)c1ccccc1 (stereo unspecified) | 0 | 1 | 23 | -0.3 | -5 | -10 | 1 | -1 | 6 | -8
Cc1oc(-c2ccc(Cl)cc2)nc1CS(=O)CC(=O)NCc1ccc2c(c1)OCO2 (stereo unspecified) | -16 | -16 | 25 | 0.0 | -3 | -1 | -7 | 0 | -18 | -4
COc1cccc(N(Cc2nnc3n2CCCCC3)C(=O)Nc2ccccc2)c1 | 2 | nt | 2 | nt | 2 | 2 | nt | 8 | nt | 3
CCc1ccc(-c2cn3c(n2)SCC3)cc1 | 14 | -99 | 14 | 1.8 | 4 | -110 | 20 | 9 | 51* | 5
COc1ccccc1CCNC(=O)CNC(=O)c1ccc2ccccc2c1 | -4 | -6 | 25 | 0.0 | -6 | -10 | -3 | -21 | 15 | -1
O=[N+]([O-])c1ccc(N2CCCCC2)nc1N1CCCCC1 | 1 | 16 | 14 | -0.2 | 4 | -22 | -4 | 1 | -11 | 4
Cc1ccc(C(OC(=O)c2ccco2)C(=O)NC2CCCC2)cc1 (stereo unspecified) | 7 | -10 | 5 | 0.0 | 0 | -13 | 4 | 1 | 17 | -9
NS(=O)(=O)c1ccc(NC(=O)CSc2ncccn2)cc1 | 6 | -16 | 1 | -0.2 | 5 | -19 | 0 | 2 | -16 | -3
Cc1noc(C)c1NC(=O)NC(c1ccccc1)c1ccccc1 | 7 | 24 | 17 | 0.0 | -2 | -4 | -3 | 8 | 16 | 3
CCc1ccc(NC(=S)N2CCN(c3cccc(C(F)(F)F)c3)CC2)cc1 | 2 | 10 | 65 | -0.1 | 1 | 2 | -18 | 1 | -24 | 3
CC(C(=O)N1CCN(C=O)CC1)N1C(=O)c2ccccc2C1=O (stereo unspecified) | -10 | -3 | 10 | -0.1 | 0 | -33 | 0 | -9 | -5 | -2
NC(=O)c1cc2cc(Cc3ccccc3Cl)ccc2oc1=O | 11 | 16 | 29 | -0.2 | -1 | -9 | -1 | 1 | 25 | -2
O=C(NC1CC1)c1ccc(-n2cccc2)cc1 | -1 | -11 | 17 | 1.2 | -1 | -41 | 0 | -4 | 5 | -6

Compound profiles, from the list above.
Shown for `CCc1ccc(NC(=S)N2CCN(c3cccc(C(F)(F)F)c3)CC2)cc1` → SKKanGAS inh: 2; aSyn 5UTR inh: 10; AI-2 QS mod: 65; HIF activator: -0.1; HSP90 refold inh: 1; KLF5 inhibitor: 2; HSF1 inhib: -18; Platelet DG rel: 1; HSF-1 act: -24; IEC-6 tox: 3
Shown for `C/C(=N\NC(=S)NCCc1ccccc1)c1ccc(O)cc1O` → SKKanGAS inh: -8; aSyn 5UTR inh: 11; AI-2 QS mod: 6; HIF activator: -0.3; HSP90 refold inh: 1; KLF5 inhibitor: -13; HSF1 inhib: 5; Platelet DG rel: 1; HSF-1 act: 12; IEC-6 tox: 2

Other records
SMILES | SKKanGAS inh | aSyn 5UTR inh | AI-2 QS mod | HIF activator | HSP90 refold inh | KLF5 inhibitor | HSF1 inhib | Platelet DG rel | HSF-1 act | IEC-6 tox
Cc1ccc(Cl)cc1NC(=S)NN | 20 | -36 | 13 | 0.2 | 2 | -3 | -4 | -1 | 1 | 7
O=C(CCC(=O)NC1CCCCCC1)Nc1nnc(C(F)(F)F)s1 | -15 | 16 | 12 | -0.2 | -2 | -30 | -10 | 5 | 1 | 6
CN(C)c1ccc(C(CN)c2c[nH]c3ccccc23)cc1 (stereo unspecified) | 8 | -97 | 10 | 2.6 | 7 | -14 | -7 | 0 | 12 | 1
O=C(CSc1nc2cc(C(=O)O)ccc2c(=O)n1-c1ccc(F)cc1)Nc1ccc(F)c(F)c1F | 22 | 1 | 14 | 0.4 | -2 | 7 | 2 | 8 | 18 | 2
O=C(NCc1cccc(Cl)c1)NCc1cccc(Cl)c1 | -5 | -34 | 13 | -47 | -5 | -18 | 1 | -27 | 0 | -1
N#Cc1c(-c2ccc(F)cc2)cc(-c2cccnc2)nc1N | -4 | 6 | 8 | -0.4 | 0 | -29 | -6 | 3 | -5 | -3
COc1ccc(OCCC(=O)NCCN2CCOCC2)cc1 | -5 | -29 | 6 | -0.2 | 0 | -12 | -8 | 8 | -3 | 3
CSc1ccc(C(=S)N2CCN(CCO)CC2)cc1 | 10 | -41 | 11 | 0.0 | -1 | -15 | -2 | -1 | -4 | 2
Cc1cc(C)cc(NC(=O)CSc2nnnn2-c2cccnc2)c1 | -1 | -1 | 19 | -0.3 | 0 | -16 | -2 | 3 | 5 | 4
O=C1S/C(=C\c2cccs2)C(=O)N1c1ccc(O)cc1 | 19 | -133 | 5 | 1.4 | -2 | -109 | 23 | -3 | 41 | 2
O=C(Nc1cccc([N+](=O)[O-])c1)c1ccc2snnc2c1 | -3 | -39 | 14 | -0.3 | -2 | -29 | 5 | 9 | 13 | -2

Rows were taken by chance, and some 6% of all compounds hit somewhere here.
